# S1P4 agonist: S1P4 receptor agonists, primary screen, cell-based; S1P4-expressing cell line, agonist reporter assay; activation, % at 4.98 µM; 220,000 compounds, 0.35% hits; AID 1509, 2009; in the data active = activation above about 11%;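 also: 0% = DMSO vehicle and 100% = reference agonist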
# NCF1 inh: p47phox/p22phox peptide binding inhibitors, primary screen, biochemical, uHTS, NADPH oxidase regulatory subunit | AID 1274, 2008 | 220,000 compounds, 0.53% hits | fluorescence polarization, 2 h | inhibition, % at 24.7 µM;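 active = inhibition above about 30%, limit read from the data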;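 also: 0% = p47phox with labelled peptide and 100% = labelled peptide alone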
# Target sequence (P14598 whole entry, looked up): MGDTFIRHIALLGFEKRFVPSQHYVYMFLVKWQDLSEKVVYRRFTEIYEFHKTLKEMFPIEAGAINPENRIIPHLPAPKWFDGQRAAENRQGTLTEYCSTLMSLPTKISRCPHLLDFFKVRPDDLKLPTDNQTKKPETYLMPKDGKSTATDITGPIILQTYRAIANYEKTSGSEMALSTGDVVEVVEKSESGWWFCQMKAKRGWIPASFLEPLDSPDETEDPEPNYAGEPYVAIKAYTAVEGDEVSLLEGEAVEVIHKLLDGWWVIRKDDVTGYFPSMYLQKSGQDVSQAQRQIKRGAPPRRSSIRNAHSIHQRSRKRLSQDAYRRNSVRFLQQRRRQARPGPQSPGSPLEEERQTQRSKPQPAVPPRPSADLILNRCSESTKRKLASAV
# S1P4 antag: S1P4 receptor antagonists, primary screen, cell-based | S1P4-expressing cells, antagonist mode, reporter read-out | inhibition, % at 4.98 µM | 220,000 compounds, 0.26% hits | AID 1510, 2009; in the data active = inhibition above about 29%;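 also: 0% = wells stimulated with agonist and 100% = vehicle wells without agonist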
# CHOP inhibitor: inhibitors of CHOP promoter induction, primary screen, cell-based, unfolded protein response, luciferase reporter; inhibition, % at 10 µM; 220,000 compounds, 3.8% hits; AID 2732, 2010; CHO-K1 CHOP-promoter luciferase, tunicamycin-induced, 15-18 h;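 active = compounds that reduced the stress-induced luciferase reporter signal by more than about 70% of percent inhibition, limit read from the data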;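 also: 0% = tunicamycin plus vehicle and 100% = wells without tunicamycin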
# NPY-Y1 PAM-ag: NPY-Y1 receptor potentiators or agonists, primary screen, cell-based. NPY-Y1 expressing cells, potentiator/agonist activation. activation, % at 3.6 µM. 220,000 compounds, 0.37% hits. AID 1304, 2008; in the data active = activation above about 33%, passing the limit was not always enough;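 also: cells stimulated with NPY at EC10 then isoproterenol at EC100; 0% = low agonist plus stimulus and 100% = saturating agonist plus stimulus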
# Ba/F3 V617F tox: reduced viability of JAK2V617F-dependent Ba/F3 cells, primary screen, JAK2V617F inhibitor project, cell-based, Ba/F3 EpoR-JAK2V617F, luminescence. ATP luminescence. inhibition, % at 5.6 µM. 220,000 compounds, 1.1% hits. AID 1446, 2008;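 active = inhibition above the campaign mean plus 3 SD over all tested compounds, cut at about 24% in these data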;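 also: cytokine-independent growth of Ba/F3 cells driven by EpoR plus mutant JAK2; 0% = DMSO-treated cells and 100% = JAK inhibitor I control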
# NPY Y1 blocker: NPY-Y1 receptor antagonists, primary screen, cell-based; HEK293-CNG Y1 cells, membrane potential fluorescence; NPY at EC95, then isoproterenol; inhibition, % at 3.6 µM; 200,000 compounds, 1% hits; AID 1040, 2008;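 active = inhibition above the campaign mean inhibition of all tested compounds plus 3 SD, cut at about 20% in these data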;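 also: 0% = DMSO wells given NPY plus isoproterenol and 100% = isoproterenol alone without NPY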
#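 material = HEK293 cells with Y1 receptor plus CNG channel | also added = NPY 25 nM then isoproterenol 1 µM plus Ro 20-1724 25 µM | schedule = dye 3 h, compound 60 min room temperature, stimulation 45 min | measured by = membrane potential fluorescence | benchmarks = high control isoproterenol alone, low control NPY with isoproterenol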
# NPY2 pot ag: NPY-Y2 potentiators or agonists, primary screen, cell-based. Neuropeptide Y receptor type 2 (Homo sapiens), P49146. cells expressing NPY-Y2, potentiator/agonist read-out. activation, % at 3.6 µM. 220,000 compounds, 0.45% hits; in the data active = activation above about 27%;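 also: cells stimulated with NPY near EC25 plus isoproterenol at EC100; 0% = vehicle plus submaximal agonist and 100% = vehicle plus saturating agonist; some results beyond the cut were filed as inactive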
# Target sequence (P49146 whole entry, looked up): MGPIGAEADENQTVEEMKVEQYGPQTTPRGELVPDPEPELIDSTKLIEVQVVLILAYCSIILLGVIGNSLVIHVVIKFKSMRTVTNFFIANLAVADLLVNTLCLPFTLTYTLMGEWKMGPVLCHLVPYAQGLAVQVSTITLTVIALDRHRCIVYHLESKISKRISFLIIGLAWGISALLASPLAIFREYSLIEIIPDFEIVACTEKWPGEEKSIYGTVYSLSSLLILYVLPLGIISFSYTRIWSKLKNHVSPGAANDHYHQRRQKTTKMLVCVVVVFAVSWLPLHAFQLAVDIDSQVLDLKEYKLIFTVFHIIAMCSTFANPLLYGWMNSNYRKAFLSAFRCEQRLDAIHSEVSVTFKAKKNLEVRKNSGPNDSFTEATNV
# BaF3 tox: parental Ba/F3 cell viability inhibition, counter-screen for JAK2V617F inhibitor project, murine pro-B, CellTiter-Glo luminescence | 220,000 compounds, 1.1% hits | CellTiter-Glo ATP luminescence | AID 1486, 2009 | inhibition, % at 5.6 µM;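 active = inhibition above a per-campaign cutoff, the mean inhibition of all tested compounds plus 3 SD, cut at about 27% in these data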;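 also: 0% = DMSO wells and 100% = JAK Inhibitor I control wells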
# * marks the source's active call; other numbers are inactive results; nt = no result given.
# Codes – A = S1P4 agonist; B = NCF1 inh; C = S1P4 antag; D = CHOP inhibitor; E = NPY-Y1 PAM-ag; F = Ba/F3 V617F tox; G = NPY Y1 blocker; H = NPY2 pot ag; I = BaF3 tox
CCOc1ccc(NC2OCC(O)C(O)C2O)c([N+](=O)[O-])c1 (stereo not given)
  A = -1.8; B = 5; C = -6; D = 6; E = 1; F = 0; G = 0; H = 10; I = 2
CC1CCN(CCOc2cccc(Br)c2)CC1
  A = -3.7; B = 9; C = -6; D = 18; E = -32; F = -2; G = 5; H = -5; I = 7
Cc1cc(NC(=O)CSc2nncc(=O)n2N)no1
  A = -1.2; B = -2; C = 9; D = 22; E = 0; F = 3; G = 0; H = -11; I = 8
O=[N+]([O-])c1ccc(CN2CCOCCOCCN(Cc3ccc([N+](=O)[O-])cc3)CCOCC2)cc1
  A = 0.2; B = -3; C = -12; D = 13; E = 3; F = -1; G = 2; H = 2; I = 2
Cc1n[nH]c(C)c1C(=O)CC1(O)C(=O)N(CCc2ccccc2)c2ccc(Br)cc21 (stereo not given)
  A = 0.2; B = -8; C = -27; D = 34; E = 9; F = -3; G = -7; H = 5; I = 2
Cc1cc(C)c(NC2=CC(=O)CC(C)(C)C2)c(C#N)c1
  A = 0.7; B = -16; C = 6; D = -1; E = -14; F = 1; G = 5; H = -13; I = 9
CN1CCN(CCCC(=O)c2ccc(F)cc2)CC1
  A = 0.7; B = 64*; C = -5; D = 16; E = 8; F = 1; G = 6; H = -13; I = 92*
O=C(CSCCS(=O)(=O)c1ccc(Cl)cc1)Nc1ccccc1
  A = 0.2; B = -5; C = -2; D = 13; E = 15; F = -1; G = nt; H = 11; I = -1
CCC(=O)c1c(NC)cc(C)oc1=O
  A = -0.6; B = -12; C = -3; D = 15; E = 7; F = -1; G = -5; H = -5; I = -1
CCN(CC)C(=O)CSc1nsc(SCC(=O)N(CC)CC)c1C#N
  A = 1.2; B = 5; C = -35; D = 0; E = -5; F = -2; G = -9; H = 3; I = 5
O=C(CN(Cc1ccccc1)S(=O)(=O)c1ccc(Br)cc1)N/N=C/c1ccccc1C(=O)O
  A = 0.3; B = -6; C = 3; D = 9; E = 9; F = -5; G = nt; H = 8; I = -1
COc1ccc(CCC(=O)N2CCN(C3CCCCC3)CC2)cc1
  A = 3.1; B = 3; C = -34; D = -11; E = -18; F = 1; G = 10; H = -1; I = 4
CC12CCC(C(=O)Nc3ccccc3Cl)([C@H](Br)C1=O)C2(C)C (stereo not given in full)
  A = 1.3; B = 0; C = 10; D = -5; E = 1; F = -1; G = nt; H = -15; I = -3
Cc1c(C)n(CC(O)CNc2ccccc2)c2ccccc12 (stereo not given)
  A = 0.5; B = -1; C = 10; D = 90*; E = 21; F = -1; G = -8; H = 11; I = 5
O=C(CN1C(=O)C2C3C=CC(C3)C2C1=O)Nc1ccc(S(=O)(=O)N2CCCCC2)cc1 (stereo not given)
  A = 1.1; B = -9; C = -13; D = -9; E = 7; F = 6; G = 3; H = -1; I = 6
CCOC(=O)c1c(-c2ccco2)csc1N
  A = -1.9; B = -22; C = -22; D = 21; E = -9; F = 0; G = 1; H = 16; I = 6
O=C1CN(C(=O)COc2ccc(Br)cc2F)c2ccccc2N1
  A = -1.9; B = -7; C = -13; D = -6; E = 12; F = -4; G = -4; H = -9; I = 2
OCCNC(=S)NCCc1ccccc1
  A = -2.4; B = -17; C = -4; D = -7; E = 2; F = 3; G = -3; H = 8; I = 6
O=C(COC(=O)c1cccs1)c1ccccc1
  A = 1.2; B = -3; C = -6; D = 5; E = 1; F = 0; G = 3; H = 5; I = 0
O=C(NC12CC3CC(CC(C3)C1)C2)N1CCN(S(=O)(=O)c2ccc(Cl)cc2)CC1
  A = -1.2; B = -11; C = -12; D = 53; E = -13; F = -2; G = 3; H = 18; I = 7
O=C(CN1C(=O)c2ccccc2C1=O)OC(C(=O)c1ccc(Cl)cc1)c1ccccc1 (stereo not given)
  A = 1.6; B = -14; C = -8; D = 43; E = -20; F = 0; G = 4; H = -6; I = 3
CCOC(=O)COc1c(C(=O)OC)sc2ncccc12
  A = -0.2; B = 5; C = -18; D = 6; E = 8; F = 1; G = 1; H = -4; I = 2
CS(=O)(=O)N1CCN(Cc2ccc([N+](=O)[O-])cc2)CC1
  A = -1.0; B = 4; C = -1; D = -12; E = -3; F = 3; G = -1; H = -2; I = 1
CSc1nc2c(c(=O)n1-c1ccc(C)cc1)SCC2
  A = 1.4; B = -15; C = -22; D = 23; E = 3; F = 3; G = -2; H = 8; I = 6
O=C1CC(/C=C/c2ccc(Cl)cc2)=Nc2ccccc2N1
  A = 0.4; B = -3; C = -2; D = -74; E = -4; F = 2; G = 5; H = -4; I = 0
COc1ccc(/C=N/NC(=O)CNC(=O)c2ccc(S(=O)(=O)N3CCCC3)cc2)c(OC)c1
  A = 1.4; B = -2; C = 0; D = 5; E = -1; F = 1; G = 4; H = 14; I = 2
COc1ccc(/C=C2\SC(=S)N(N3CCOCC3)C2=O)c(OC)c1
  A = -0.9; B = -25; C = 0; D = 9; E = 12; F = -1; G = nt; H = 7; I = -3
Cc1c(Cl)cccc1S(=O)(=O)N1CCC(C(=O)NNC(=O)C2CC2)CC1
  A = 0.4; B = -5; C = 6; D = 23; E = 14; F = -1; G = -3; H = -9; I = 5
O=S(=O)(Nc1cc(S(=O)(=O)N2CCOCC2)ccc1N1CCOCC1)c1ccc2c(c1)OCCO2
  A = 0.6; B = -1; C = -6; D = -3; E = -6; F = 5; G = 4; H = -3; I = 7
O=C(CSc1nnc(SCc2ccccc2)s1)NNC(=S)Nc1ccccc1
  A = 0.0; B = -9; C = -6; D = -12; E = 9; F = -1; G = 5; H = -2; I = 4

# The listing continues.
Molecule	S1P4 agonist	NCF1 inh	S1P4 antag	CHOP inhibitor	NPY-Y1 PAM-ag	Ba/F3 V617F tox	NPY Y1 blocker	NPY2 pot ag	BaF3 tox
Cc1nc2ccccc2c2c1C(=O)N(CCC1=CCCCC1)C2=O	2.4	-16	-6	58	-8	0	9	-16	1
COc1ccc(C2=CC(c3ccco3)n3ncnc3N2)cc1 (stereo not given)	0.0	-15	11	4	-24	-3	13	-5	5
O=C(CN1CCOc2ccccc21)NCc1ccco1	-0.5	-8	4	10	9	3	9	-13	6
Cc1ccc(C(=O)N2CCCC(C(=O)c3ccc(Oc4ccccc4)cc3)C2)cn1 (stereo not given)	1.1	-4	4	32	-21	3	10	-23	1
COc1cccc(NC(=S)N2CCC(N(C)CC3CCCO3)CC2)c1 (stereo not given)	-0.1	-7	-15	34	-1	-2	-3	14	5
CN(C)S(=O)(=O)c1ccc2nnn(O)c2c1	2.2	-6	-4	5	0	-3	4	-2	-1
COc1ccc(OC)c(CCNC(=O)c2ccc(CS(=O)(=O)c3ccc(Br)cc3)o2)c1	-0.9	nt	-7	24	12	-3	2	12	5
CC(Sc1nnc(-c2cccnc2)n1-c1ccccc1)C(=O)NCc1ccc2c(c1)OCO2 (stereo not given)	-5.2	-21	17	9	6	-2	3	-2	3
Cc1ccnc(N2CCC(C(=O)NNC(=O)c3ccccc3)CC2)n1	1.8	-6	-9	13	-24	-4	-1	-13	1
CNC(=S)N/N=C/c1ccco1	0.6	-12	-15	-6	0	0	nt	-4	-4
Cc1cccc(C)c1NC(=O)CSc1nnnn1-c1ccc(C(=O)O)cc1	1.5	-2	-4	32	2	6	4	-8	5
O=C(/C=C/c1ccco1)c1ccc(NC(=O)C23CC4CC(CC(C4)C2)C3)cc1	-0.6	-66	3	5	20	-4	0	12	4
Cc1ccc(CCNC(=O)CN2CCN(Cc3ccccc3F)C2=O)cc1	0.1	0	-1	1	-21	-3	0	-11	2
CCc1cc(C(=O)c2ccc(OC)cc2)c(NC(=O)CC(C)(C)CC(=O)O)s1	2.0	-8	-4	-10	-7	0	nt	-7	2
CCOC(=O)c1c(NC(=O)Cn2nnc(-c3ccc(Cl)cc3)n2)sc(CC)c1C	0.7	-28	5	13	-12	1	7	-21	4
Cn1cccc1CC(=O)N/N=C/c1ccc(Cl)c([N+](=O)[O-])c1	-1.8	-11	6	-35	13	-1	nt	-1	0
COc1ccc(CCNc2ccc(S(=O)(=O)N3CCCC3)cc2[N+](=O)[O-])cc1	-1.9	-33	-7	9	4	5	14	-8	5
N#CC1=C(N)N(c2ccc(Cl)c(Cl)c2)C(=O)C1	0.5	-14	-7	-5	12	-1	0	-15	8
CC(OC(=O)c1cc(Cl)ccc1[N+](=O)[O-])C(=O)NC(C)c1ccc(F)cc1 (stereo not given)	0.1	-3	-2	2	6	-2	2	8	4
O=C(Nc1ccc(-c2cn3c(n2)SCC3)cc1)c1ccc2c(c1)OCO2	0.4	-19	24	0	19	1	-3	14	2
COC(=O)c1ccc(C)c(NS(=O)(=O)c2ccc(OC)c(OC)c2)c1	-2.8	-9	-7	32	2	-4	-3	15	2
COc1cccc(C2(O)CC(C(F)(F)F)=NN2C(=O)c2ccccn2)c1 (stereo not given)	-0.2	-1	-5	-8	7	3	4	-10	5

# In the list so far, 10 have an aryl methoxy group.
Molecule	S1P4 agonist	NCF1 inh	S1P4 antag	CHOP inhibitor	NPY-Y1 PAM-ag	Ba/F3 V617F tox	NPY Y1 blocker	NPY2 pot ag	BaF3 tox
COc1ccc(CCC(=O)N2CCN(C3CCCCC3)CC2)cc1	3.1	3	-34	-11	-18	1	10	-1	4
COc1ccc(/C=N/NC(=O)CNC(=O)c2ccc(S(=O)(=O)N3CCCC3)cc2)c(OC)c1	1.4	-2	0	5	-1	1	4	14	2
COc1ccc(/C=C2\SC(=S)N(N3CCOCC3)C2=O)c(OC)c1	-0.9	-25	0	9	12	-1	nt	7	-3
COc1ccc(C2=CC(c3ccco3)n3ncnc3N2)cc1 (stereo not given)	0.0	-15	11	4	-24	-3	13	-5	5
COc1cccc(NC(=S)N2CCC(N(C)CC3CCCO3)CC2)c1 (stereo not given)	-0.1	-7	-15	34	-1	-2	-3	14	5
COc1ccc(OC)c(CCNC(=O)c2ccc(CS(=O)(=O)c3ccc(Br)cc3)o2)c1	-0.9	nt	-7	24	12	-3	2	12	5
CCc1cc(C(=O)c2ccc(OC)cc2)c(NC(=O)CC(C)(C)CC(=O)O)s1	2.0	-8	-4	-10	-7	0	nt	-7	2
COc1ccc(CCNc2ccc(S(=O)(=O)N3CCCC3)cc2[N+](=O)[O-])cc1	-1.9	-33	-7	9	4	5	14	-8	5
COC(=O)c1ccc(C)c(NS(=O)(=O)c2ccc(OC)c(OC)c2)c1	-2.8	-9	-7	32	2	-4	-3	15	2
COc1cccc(C2(O)CC(C(F)(F)F)=NN2C(=O)c2ccccn2)c1 (stereo not given)	-0.2	-1	-5	-8	7	3	4	-10	5

# Single entries from the results shown:
# NPY Y1 blocker with `Cc1ccnc(N2CCC(C(=O)NNC(=O)c3ccccc3)CC2)n1` is entered as -1
# CHOP inhibitor with `O=C(CN1C(=O)c2ccccc2C1=O)OC(C(=O)c1ccc(Cl)cc1)c1ccccc1` (stereo not given) is entered as 43

# Source: PubChem (several laboratories)
